From PubChem
CF NFkB inh – blocks PAF-induced NF-kB reporter in cystic fibrosis cells; KKLEB NF-kB-GFP reporter, GFP fluorescence overnight; inhibition, % at 5 µM; 360,000 tested, 0.86% active;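 active = at least 50% inhibition at 5 µM, scaled per plate between neutral and stimulator controls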;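 also: PAF is a Pseudomonas aeruginosa culture filtrate used as stimulus; plate controls were PAF-stimulated DMSO wells for no effect and unstimulated DMSO wells for full effect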
PDI inh – inhibitors of human protein disulfide isomerase; P07237; PDI insulin aggregation turbidity, A650, 90 min; inhibition, % at 10 µM; 350,000 tested, 0.052% active;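 active = mean inhibition across replicates of 30% or more, whatever share of single replicates reach that level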;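 also: absorbance from insulin aggregation driven by PDI reduction with DTT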
Target sequence (P07237 whole entry, looked up): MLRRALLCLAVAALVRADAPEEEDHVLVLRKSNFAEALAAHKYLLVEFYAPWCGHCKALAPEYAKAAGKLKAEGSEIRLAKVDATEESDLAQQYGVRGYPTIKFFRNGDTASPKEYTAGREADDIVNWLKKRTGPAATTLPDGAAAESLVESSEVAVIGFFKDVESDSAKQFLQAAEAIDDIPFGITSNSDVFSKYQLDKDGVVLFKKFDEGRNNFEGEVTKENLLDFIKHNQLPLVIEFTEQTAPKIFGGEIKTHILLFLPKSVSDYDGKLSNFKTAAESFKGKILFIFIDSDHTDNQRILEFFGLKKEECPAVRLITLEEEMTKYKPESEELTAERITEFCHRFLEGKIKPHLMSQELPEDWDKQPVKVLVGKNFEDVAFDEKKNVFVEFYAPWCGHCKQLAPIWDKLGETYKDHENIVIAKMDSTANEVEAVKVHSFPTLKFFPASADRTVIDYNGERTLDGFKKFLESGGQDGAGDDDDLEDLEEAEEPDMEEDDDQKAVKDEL
KKLEB tox – reduces viability of KKLEB cystic fibrosis airway cells; 360,000 tested, 0.36% active; AID 602141; KKLEB CF airway cells viability, ATPlite luminescence, overnight; active compounds read low; cells stimulated with P. aeruginosa culture filtrate; activity change (cytotoxicity), % at 5 µM;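 active = corrected activity change at or below -50% at 5 µM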
Shn3 inh set2 – reduces Shn3 3'UTR luciferase signal in osteoblasts | Clone20 osteoblast Shn3 3'UTR firefly luciferase, 24 h | inhibition, % at 12.5 µM | 360,000 tested, 0.52% active;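 active = mean inhibition of at least 75% with every replicate also reaching 75%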;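 also: 0% = median of neutral control wells and 100% = pilot-screen positive control compound; some compounds past the cut are filed as inactive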
HIF-2a block – HIF-2a inhibition | 786-0 RCC cells HIF-2a reporter, luciferase luminescence, overnight | inhibition, % at 18.8 µM | 360,000 tested, 0.72% active;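 active = inhibition of the luminescence signal of 40% or more relative to plate controls, in a single-dose primary screen at 18.75 µM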
NR2E3 ag-1 – activates human photoreceptor nuclear receptor NR2E3 | GST-NR2E3/biotin-RetCOR TR-FRET, 1536-well | inhibition of corepressor binding, % at 4.78 µM | 320,000 tested, 0.12% active | AID 2300;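 active = percent inhibition above the cutoff of mean plus 3 SD of all tested compounds, set per screening campaign, cut at about 20% in these data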;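 also: 0% = DMSO wells and 100% = biotin wells as full block of FRET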
Target sequence (Q9Y5X4 whole entry, looked up): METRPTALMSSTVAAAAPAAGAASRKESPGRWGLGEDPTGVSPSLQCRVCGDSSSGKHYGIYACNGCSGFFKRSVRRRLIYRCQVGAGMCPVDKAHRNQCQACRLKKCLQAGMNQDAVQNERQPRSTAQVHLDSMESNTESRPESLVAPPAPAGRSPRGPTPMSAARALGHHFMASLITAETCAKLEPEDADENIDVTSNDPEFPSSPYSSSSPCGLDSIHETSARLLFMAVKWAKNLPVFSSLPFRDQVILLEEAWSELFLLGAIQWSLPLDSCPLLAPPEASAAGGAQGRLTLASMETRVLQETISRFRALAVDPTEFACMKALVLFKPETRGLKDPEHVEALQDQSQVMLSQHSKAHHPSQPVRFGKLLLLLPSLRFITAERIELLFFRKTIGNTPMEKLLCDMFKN
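Test system: GST-NR2E3 and biotin-RetCOR proteins | Quantity: 1.35 nM GST-tagged NR2E3 final | Medium: Tris pH 7.5 | Also added: 7 nM biotin-RetCOR | Dosing: Compound at 4.8 µM, single dose | Timing: 5 h at 4 °C | Detection: Time-resolved FRET | Read-out basis: Percent inhibition | Benchmarks: Biotin wells as high control, 0.6% DMSO wells as low control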
TRPM1 prom inh – MITF TRPM1 promoter inhibition in SK-MEL-5 cells | AID 488899 | 330,000 tested, 0.83% active | inhibition, % at 12.5 µM | SK-MEL-5 TRPM1 promoter luciferase, 24 h;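 active = mean inhibition across replicates of 60% or more, whatever share of single replicates reaches that level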; also: values of inactives mirror those of a sister screen read the other way
NR2E3 ag-2 – agonists of human NR2E3 nuclear receptor; Q9Y5X4; CHO-S Gal4-NCOR/VP16-NR2E3 two-hybrid, luciferase; inhibition of corepressor binding, % at 3.98 µM; 360,000 tested, 0.35% active; AID 602229;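 active = inhibition above the mean of all tested compounds plus 3 SD, cut at about 70% in these data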;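 also: 0% = DMSO with NR2E3 transfected cells and 100% = cells lacking NR2E3 construct; higher means lower luciferase signal from less NR2E3 corepressor binding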
CaV13 ICDI inh – Disruptors of the CACNA1D IQ motif to Ca2+-dependent inactivation inhibitor domain association, primary screening, Förster resonance energy transfer in intact living … | inhibition, % at 12.3 µM | HEK cells, CFP/YFP FRET ICDI-IQ, plate reader, 10 min; percent FRET-ratio fall versus neutral wells | 340,000 tested, 0.098% active;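 active = mean replicate inhibition of at least 30% and at least 1% of replicates passing that level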;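 also: 0% = median of the neutral control wells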
Peg3 promoter – inhibitors of Peg3 promoter. HeLa PEG-Prom luciferase reporter, luminescence, overnight. inhibition, % at 20 µM. 360,000 tested, 1.7% active;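 active = inhibition of at least 50% at 20 µM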
Vif inh – inhibitors of HIV Vif. inhibition, % at 7.49 µM. HEK293T cells, Vif self-association by quenched fluorescence, imaging, 24 h. 340,000 tested, 0.35% active; in the data active = inhibition above about 50%, passing the limit was not always enough; also: some results filed as inactive read as strong as hits
Active calls of the source: *; nt = not tested or not shown.

SMILES	CF NFkB inh	PDI inh	KKLEB tox	Shn3 inh set2	HIF-2a block	NR2E3 ag-1	TRPM1 prom inh	NR2E3 ag-2	CaV13 ICDI inh	Peg3 promoter	Vif inh
O=C(NC1CCCC1)c1cnc2n(c1=O)CCS2	-2.7	10.3	7.2	-0.8	7.3	-1.7	12.3	11.0	-5.2	2.7	-4.9
Cc1ccnc(N2CCC(C(=O)NNC(=O)c3ccccc3C)CC2)n1	-7.9	0.5	-1.5	9.9	12.1	1.3	-3.4	4.8	-9.5	9.1	3.5
O=C(C1CCCCC1)N1C[C@H](O)[C@@H](n2cc(C3CC3)nn2)C[C@@H]1c1ccccc1	-14.3	-2.9	15.3	-19.0	2.0	nt	nt	-6.1	-9.6	1.6	-7.7
COc1cccc(CSc2nc3ccccc3[nH]2)c1	0.2	-0.8	-8.1	-13.1	-194.9	-1.6	-79.1	-108.1	-2.8	-288.1	10.2
COc1ccc(N2CC(C(=O)N3CCOCC3)CC2=O)cc1 (stereo not drawn)	-16.6	10.2	9.7	-3.0	9.4	-2.4	-4.9	0.4	-3.2	4.1	27.6
COc1ccc(CNC(=O)c2ccc[nH]2)cc1	1.4	2.9	2.4	5.1	13.3	0.5	-2.9	9.6	-4.6	0.8	59.6*
CC1=C(C(=O)N2CCOCC2)CC(CC(=O)NCC2CCCCC2)C(=O)N1CCCN1CCCC1=O (stereo not drawn)	3.7	-4.4	-3.3	-10.4	0.0	nt	nt	-11.6	-5.2	-16.3	-4.5
C=CCN(C(C)=O)C1CC(=O)N(c2ccc(OCCC)cc2)C1=O (stereo not drawn)	-1.2	3.4	-1.0	0.3	14.5	3.1	4.6	-23.3	nt	11.0	3.5
O=C(CSc1ccc(Cl)cc1)Nn1cnnc1	1.2	1.0	4.5	-14.3	7.0	-2.3	-4.8	10.3	-5.1	7.7	nt
Cc1ccc2nc(SCc3ccc([N+](=O)[O-])cc3)[nH]c2c1	-38.3	4.0	-0.8	-22.4	-110.6	0.7	-28.6	-70.3	-5.4	-126.5	-10.2
O=C(NCc1cccs1)c1ccc(N2CCCCC2)nc1	2.5	0.4	8.0	-34.0	-277.3	0.6	-68.3	-65.9	-9.2	-198.3	6.4
CCOc1ccc(C(=O)Nc2cccc(SC)c2)cc1	-6.8	-1.6	3.7	-13.7	-200.5	4.7	-93.5	-46.6	-2.2	-283.7	-7.0
CCN(CC(=O)Nc1ccc(NC(C)=O)cc1)C(=O)c1ccc(=O)[nH]c1	13.2	-1.2	12.4	-15.2	18.2	0.1	-8.7	-9.4	-3.6	13.6	-8.2
Cc1ccc(C(=O)N/C(=C\c2cn(C)c3ccccc23)C(=O)OCCN(C)C)cc1	3.5	3.8	9.5	-4.9	5.0	-4.5	7.6	-13.9	-21.9	3.6	3.4
Cc1cc(F)ccc1-c1cc(C(=O)Nc2ccccc2)[nH]n1	-17.0	-1.3	12.4	-35.8	-56.3	nt	nt	-81.8	-9.1	-279.7	4.0
O=C(NCC(=O)N(CCN1CCOCC1)C(C(=O)NC1CCCC1)c1cccs1)c1ccco1 (stereo not drawn)	2.2	-11.4	-1.4	9.9	12.3	5.8	0.9	-0.8	0.2	3.1	14.4
COCCn1cnnc1SCC(=O)Nc1ccc(N2CCCCC2)cc1	-28.7	-1.3	15.7	-12.4	-26.7	2.3	-7.0	-6.8	-5.0	-7.8	-2.1
Cc1cc(C)c(S(=O)(=O)N2CCN(C(=O)c3ccc(-n4nc(C)c(Cl)c4C)cc3)CC2)c(C)c1	9.8	-3.8	-6.1	23.2	9.3	nt	12.8	3.6	-2.6	31.4	-18.1
COc1ccc(-n2nc([N+](=O)[O-])c(=NCCCN3CCCC3=O)n2O)cc1	-8.9	2.8	17.7	nt	-5.6	1.2	-2.2	-8.0	-6.9	-20.9	-2.9
COCCNc1nc2nonc2nc1N1CCC(N(C)C)C1 (stereo not drawn)	-9.5	-14.1	7.3	-14.7	9.0	-1.3	4.1	5.2	-20.2	14.6	-2.1
CCCCOC(=O)CCc1c(C)[nH]c(=S)[nH]c1=O	-8.5	5.7	-1.7	-10.9	-5.5	-1.8	2.7	8.7	-5.6	13.8	15.0
Cc1cc(C)cc(C(=O)Nc2ccncc2)c1	12.2	-8.6	-2.4	18.0	-2.9	2.2	-1.5	5.7	-2.0	20.7	0.1
CCOc1ccc(/C=C(/C#N)c2nnc(N3CCOCC3)n2-c2ccccc2)cc1OC	-20.0	-69.6	-0.7	10.6	19.1	nt	0.3	-6.3	-5.0	11.2	-10.7
Cc1ccc(Sc2ncccc2N)cc1	-5.4	-18.2	4.5	8.8	-10.8	0.4	nt	-15.4	-5.3	-4.1	12.6
CCn1c(C(Cc2ccccc2)NC(=O)COC)nc2ccccc21 (stereo not drawn)	-3.9	nt	14.1	4.4	10.5	1.0	11.9	-17.8	-4.8	8.4	-2.6
CC(C)(C)OC(=O)N1CCOCCOCCNCCOCCOCC1	4.4	6.9	2.8	1.7	12.0	2.9	14.1	14.9	-6.6	16.9	2.0
CCOc1ccc(C2=Nc3ccccc3C(c3ccc(N4CCOCC4)cc3)=NN2)cc1	-17.8	7.6	6.1	-37.3	-157.3	-1.6	-25.5	-97.9	-3.9	-160.2	-12.0
Nc1nc(SCc2cccnc2)c2ncn(C3OC(CO)C(O)C3O)c2n1 (stereo not drawn)	14.7	0.5	-12.2	-23.1	0.6	nt	8.5	4.4	-5.8	13.6	13.0
CCCC(C)NC(=O)c1cc(C(=O)OC)cc([N+](=O)[O-])c1 (stereo not drawn)	-2.8	6.5	-6.6	0.7	13.1	-0.7	-3.4	-0.4	-4.0	-8.9	1.6
CCn1c2ccccc2c2cc(NC(=O)C(C)OC(=O)c3ccc(NC(=O)CC#N)cc3)ccc21 (stereo not drawn)	45.4	7.6	-65.2*	16.1	1.6	4.0	45.9	7.7	-6.6	66.9*	1.8
CSc1c(C#N)sc(=S)n1-c1ccc(C)cc1	20.7	0.4	-5.4	-7.8	13.1	-0.3	-13.3	-31.9	-12.2	29.1	-5.2
CC(OC(=O)c1ccccc1Br)C(=O)Nc1nc(-c2cccc([N+](=O)[O-])c2)cs1 (stereo not drawn)	1.9	4.0	-3.0	15.7	-31.7	0.6	-2.2	-21.3	-4.6	-28.8	nt
Cn1c(CN2CCCCC2)nc2cc(NS(=O)(=O)c3ccc(Cl)cc3)ccc21	3.6	-10.9	-0.2	9.0	12.7	2.3	9.2	5.1	nt	31.9	-7.8
COC(=O)C1CCCN1S(=O)(=O)c1ccc([N+](=O)[O-])cc1 (stereo not drawn)	-0.1	-9.8	3.4	6.5	5.3	3.0	-3.6	-12.8	-20.1	8.1	-0.6
Cc1cccc(NC(=O)CSc2nnc(CSc3nc(C)cc(C)n3)n2Cc2ccco2)c1	4.9	2.4	8.8	0.2	14.9	2.0	9.9	5.3	-4.0	11.3	-2.6
CCN(CC)CCCN1C(=O)C(=O)/C(=C(/O)c2ccc(OC)cc2)C1c1ccco1 (stereo not drawn)	16.8	4.1	-2.9	-17.6	-83.2	0.9	-3.1	-23.4	-1.9	-100.8	nt
O=C(COC(=O)c1cncc(Br)c1)Nc1ccc(N2CCCCC2)cc1	5.2	-6.6	12.7	-21.4	-41.5	5.3	nt	-56.1	-6.4	-31.8	4.5
Cc1ccc(-c2csc(=S)n2CC(=O)OCC(=O)NCc2ccco2)cc1	-34.6	-0.7	13.0	5.2	-10.0	4.4	6.8	-0.3	-3.4	-1.6	-2.0
Cc1ccc(CCNC(=O)CNS(=O)(=O)c2ccc3nc(C)sc3c2)cc1	-34.1	9.5	3.2	-20.7	13.9	-3.2	3.0	0.9	-1.6	3.5	-1.7
Cc1onc(-c2ccccc2Cl)c1C(=O)N1CCN(c2ccc(F)cc2)CC1	10.3	-5.5	10.1	7.5	5.1	3.5	15.1	-18.7	-3.0	19.5	5.6
CC(=O)Cc1nsc(NC(=O)c2cn(-c3ccccc3)nc2-c2ccc(Br)cc2)n1	5.3	-1.0	19.9	6.8	9.3	2.0	9.8	-14.6	-6.1	15.5	12.5
CC(C)C(=O)Nc1cccc(COc2ccc(CN(CCc3ccccc3)C(=O)OC(C)(C)C)cc2)c1	-9.8	-0.8	10.2	47.3	13.1	nt	2.0	-2.5	nt	-10.9	-12.7
CCOC(=O)C(CCC#N)(CCC#N)C(=O)OCC	-17.8	-3.0	4.0	15.4	0.2	-1.9	6.5	12.1	nt	19.9	-5.0
O=C(c1cccc(Br)c1)N1CCCC1	-2.2	4.2	1.7	-10.9	-1.5	2.9	10.1	-6.8	-3.6	5.4	1.7
O=C(COC(=O)Cc1cccc(C(F)(F)F)c1)Nc1ccc2[nH]c(=O)[nH]c2c1	2.2	-6.1	8.0	-1.9	2.3	-4.4	0.9	-10.2	-6.7	-7.5	1.1
COc1ccc(CCNc2ncnc3[nH]ncc23)cc1OC	19.1	-1.5	-4.9	66.5	1.4	-0.6	9.6	-21.3	nt	21.1	-13.0
c1csc(C(c2nnnn2C2CCCC2)N2CCOCC2)c1 (stereo not drawn)	3.3	14.6	7.5	2.1	10.1	-1.3	-14.8	-3.6	nt	16.1	3.1
CSc1ccc(C(O)c2ncc(-c3cccc(OCc4ccccc4)c3)[nH]2)cc1 (stereo not drawn)	-9.2	-0.4	-1.3	2.0	-3.7	nt	nt	35.4	-4.7	4.5	-8.2
COc1ccc(-n2c(SCC#N)nnc2-c2cccnc2)cc1	5.3	-1.1	-5.8	-1.1	-8.4	2.4	5.6	-6.6	-4.4	-13.2	2.1
CN(CCNC(=O)C1CCC(=O)N(Cc2ccc(Cl)cc2)C1)CCc1ccccc1 (stereo not drawn)	0.8	-6.5	-19.8	5.1	0.8	7.6	-5.1	9.0	-9.2	5.5	-3.1
CCn1cc(S(=O)(=O)c2ccc(Cl)cc2)c(=O)c2cc(OC)ccc21	-0.8	-5.6	-22.1	9.0	16.9	2.6	4.7	-10.8	-5.6	1.9	-4.6
Cc1cccc(Nc2ccccc2)c1	1.7	5.6	-3.6	-11.8	-7.1	-1.4	-11.4	-16.0	-6.5	6.8	7.2
N#Cc1c(-c2ccc(F)cc2)c2c([nH]c1=O)-c1ccccc1OC2	-7.1	1.5	4.4	nt	23.3	2.3	8.4	10.7	-13.6	15.5	3.8

Single records (already shown):
`O=C(COC(=O)c1cncc(Br)c1)Nc1ccc(N2CCCCC2)cc1` is listed as CF NFkB inh: 5.2; PDI inh: -6.6; KKLEB tox: 12.7; Shn3 inh set2: -21.4; HIF-2a block: -41.5; NR2E3 ag-1: 5.3; TRPM1 prom inh: nt; NR2E3 ag-2: -56.1; CaV13 ICDI inh: -6.4; Peg3 promoter: -31.8; Vif inh: 4.5
`CCOc1ccc(/C=C(/C#N)c2nnc(N3CCOCC3)n2-c2ccccc2)cc1OC` is listed as CF NFkB inh: -20.0; PDI inh: -69.6; KKLEB tox: -0.7; Shn3 inh set2: 10.6; HIF-2a block: 19.1; NR2E3 ag-1: nt; TRPM1 prom inh: 0.3; NR2E3 ag-2: -6.3; CaV13 ICDI inh: -5.0; Peg3 promoter: 11.2; Vif inh: -10.7
